GALR2 blocker = blocks the human galanin receptor 2. O43603. GALR2-expressing cells, antagonist mode. inhibition, % at 4 µM. 0.39% of 140,000 active; in the data active = inhibition above about 27%;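 also: cells stimulated with galanin 1-16 at roughly its EC80; 0% = agonist challenge control and 100% = basal control without agonist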
Target sequence (O43603 whole entry, looked up): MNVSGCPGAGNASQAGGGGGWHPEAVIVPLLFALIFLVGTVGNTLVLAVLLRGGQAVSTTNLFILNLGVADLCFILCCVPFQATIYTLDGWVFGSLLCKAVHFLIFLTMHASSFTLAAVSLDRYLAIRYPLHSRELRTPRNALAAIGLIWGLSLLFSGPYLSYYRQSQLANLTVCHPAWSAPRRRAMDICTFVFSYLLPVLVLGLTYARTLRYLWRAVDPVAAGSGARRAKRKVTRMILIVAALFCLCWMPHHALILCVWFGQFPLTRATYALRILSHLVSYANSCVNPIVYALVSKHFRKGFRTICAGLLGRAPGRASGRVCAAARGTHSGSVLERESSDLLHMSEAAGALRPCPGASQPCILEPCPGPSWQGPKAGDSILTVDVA
bCat KO growth = beta-catenin-lacking colon tumor cell growth suppression | 1.5% of 140,000 active | viability, % at 10 µM | HCT116 beta-catenin knockout viability, CellTiter-Glo, 60 h; stronger effect = lower value;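 active = viability at or under a set limit, the compound median less 4 SD, cut at about 6% in these data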;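 also: 0% = Hyamine 1622 control at 20 µM and 100% = untreated cell control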
Phagocytosis inh = inhibitors of macrophage phagocytosis | 0.07% of 110,000 active | AID 1029 | inhibition, % at 5 µM | J774A.1 macrophage IgG-bead phagocytosis, imaging;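 active = inhibition above the mean of the plate negative controls plus 5 SD, cut at about 13% in these data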;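 also: phagocytic index as fraction of beads internalized from green versus red external bead signal; plate controls were DMSO negative control for no effect and cytochalasin-D positive control for full effect; some results beyond the cut were filed as inactive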
MRP-1 activ = MRP-1 activation; H69AR cells + doxorubicin, viability rescue, CellTiter-Glo; viability increase, % at 10 µM; 0.61% of 140,000 active;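 active = viability gain under doxorubicin at or above a set limit, the compound median plus 3 SD, cut at about 4.7% in these data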;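 also: MRP-1 overexpressing cells given doxorubicin 25 µM after compound pretreatment; 18-22 h compound pretreatment then 72 h with doxorubicin before readout; 0% = doxorubicin-only wells and 100% = vehicle-treated cells without doxorubicin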
NPY-Y2 antag = blocks the human neuropeptide Y Y2 receptor | P49146 | NPY-Y2 expressing cells, antagonist mode | inhibition, % at 2.7 µM | 0.99% of 140,000 active; in the data active = inhibition above about 17%;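 also: 0% = vehicle with agonist challenge and 100% = reference antagonist with challenge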
Measles CPE = protection of cells from measles virus. Measles virus-infected cells, CPE protection, absorbance. protection (pct of control), % at 4 µM. 1.5% of 140,000 active. AID 841; in the data active = protection mostly above about 24%, no sharp cut-off; inactive = mostly below about 26%; also: some compounds called inactive have numbers as strong as hits
Yeast growth inh = yeast BB579 growth reduction in restrictive medium | S. cerevisiae BB579 growth, OD615, 48 h | inhibition, % at 10 µM | 0.51% of 140,000 active | AID 804;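 active = inhibition above a set limit, 3 SD over the mean compound inhibition, cut at about 44% in these data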; also: inactives centre near -24
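Assay system: S. cerevisiae DeaD strain BB579 yeast. Medium: CSMM-D restrictive synthetic medium containing dextrose (glucose). Times: 4 h cell preincubation, 48 h compound exposure, 30 °C humidified. Signal: OD615 turbidity measurement. Benchmarks: positive control amphotericin B 10 µg/mL.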
PTEN del growth = PTEN-deleted cell growth suppression. HCT116 PTEN-null viability, CellTiter-Glo, 60 h; stronger effect = lower value. viability, % at 10 µM. 1.2% of 140,000 active;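 active = viability at or below a set limit, 4 SD under the median of all tested compounds, cut at about 3.7% in these data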;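 also: PTEN knockout HCT116 line with beta catenin targeted HCT116 as companion control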
Yeast life ext = yeast lifespan extension | 0.68% of 130,000 active | inhibition of the nicotinamide effect, % at 10 µM | AID 775 | S. cerevisiae growth with nicotinamide, OD615; deaD strain in restrictive glucose medium;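 active = inhibition above a set limit, placed 3 SD over the median of all compounds, cut at about 26% in these data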;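 also: 0% = nicotinamide-treated wells and 100% = cells grown without nicotinamide; some compounds called inactive have numbers as strong as hits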
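Buffer or medium: CSMM-D glucose medium, restrictive; test system: modified budding yeast, DeaD strain; compound: single dose 10 µM compound, 0.25% DMSO; schedule: culture preincubation 4 h, compound exposure 48 h, both 30 °C; detection: optical density (absorbance) at 615 nm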
E-sel TNF inh = TNF alpha driven E-selectin expression inhibition. HUVEC TNFa-induced E-selectin immunofluorescence, high content. inhibition, % at 2 µM. 0.71% of 120,000 active. AID 1246;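 active = inhibition above the batch mean plus 3 SD, and confirmed as a hit on visual image review, cut at about 43% in these data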;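 also: 0% = TNF-stimulated DMSO wells and 100% = unstimulated control wells; not every result past the cut was called active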
Numbers without * were called inactive; · = no result given. Not all compounds are listed; rates above refer to the full screens.

SMILES	GALR2 blocker	bCat KO growth	Phagocytosis inh	MRP-1 activ	NPY-Y2 antag	Measles CPE	Yeast growth inh	PTEN del growth	Yeast life ext	E-sel TNF inh
CC1(C)O[C@@H]2C[C@H]3[C@@H]4C[C@H](F)C5=CC(=O)C=C[C@]5(C)[C@@]4(F)[C@@H](O)C[C@]3(C)[C@]2(C(=O)CO)O1	4	97	·	4.1	0	22	-27	91	6	·
CCCC(=O)O[C@]1(C(=O)COC(C)=O)CC[C@H]2[C@@H]3C[C@H](F)C4=CC(=O)C=C[C@]4(C)[C@@]3(F)[C@@H](O)C[C@@]21C	-13	74	·	1.3	-4	3	-1	82	1	·
CC(=O)Oc1ccc2c(C)cc(=O)oc2c1	3	95	0	0.2	2	3	0	99	-9	12
CCCCN(CCCC)CCCOC(=O)c1ccc(N)cc1	5	84	·	-0.9	5	13	-55	97	15	·
COc1cc(C2Oc3cc(C4Oc5cc(O)cc(O)c5C(=O)C4O)ccc3OC2CO)ccc1O (centres undefined)	6	105	·	0.3	0	17	-1	100	0	·
CC(C)(C)NCC(O)COc1cccc2c1C[C@H](O)[C@H](O)C2 (some centres undefined)	25	96	·	-1.3	2	54	-38	104	5	·
CCCOc1ccc2nc(NC(=O)OC)[nH]c2c1	-1	10	·	-2.7	-2	15	-7	14	1	·
N=c1nc(N2CCCCC2)cc(N)n1O	-10	97	·	-1.6	2	11	-13	85	4	·
COc1ccc(C(=O)c2ccccc2)c(O)c1	6	105	0	-1.5	4	2	1	101	-18	-8
CCCC(=O)O[C@]1(C(=O)CCl)[C@@H](C)C[C@H]2[C@@H]3CCC4=CC(=O)C=C[C@]4(C)[C@@]3(F)C(=O)C[C@@]21C	-22	11	·	0.5	2	10	-21	29	4	·
CCCCCCCCCCCCCCCC(O)C(N)CO (centres undefined)	-15	1.9*	·	-3.9	0	0	100*	1.5*	-10	·
CC(C)NNC(=O)c1ccncc1	6	99	·	-0.5	-1	14	-26	99	6	·
CCN(CCCCOC(=O)c1ccc(OC)c(OC)c1)C(C)Cc1ccc(OC)cc1 (centres undefined)	19	69	·	-1.7	12	49	-55	75	8	·

Arranged by molar mass (smallest number first): some entries from above
SMILES	GALR2 blocker	bCat KO growth	Phagocytosis inh	MRP-1 activ	NPY-Y2 antag	Measles CPE	Yeast growth inh	PTEN del growth	Yeast life ext	E-sel TNF inh
CC(C)NNC(=O)c1ccncc1	6	99	·	-0.5	-1	14	-26	99	6	·
CC(=O)Oc1ccc2c(C)cc(=O)oc2c1	3	95	0	0.2	2	3	0	99	-9	12
CCCC(=O)O[C@]1(C(=O)CCl)[C@@H](C)C[C@H]2[C@@H]3CCC4=CC(=O)C=C[C@]4(C)[C@@]3(F)C(=O)C[C@@]21C	-22	11	·	0.5	2	10	-21	29	4	·
CCCC(=O)O[C@]1(C(=O)COC(C)=O)CC[C@H]2[C@@H]3C[C@H](F)C4=CC(=O)C=C[C@]4(C)[C@@]3(F)[C@@H](O)C[C@@]21C	-13	74	·	1.3	-4	3	-1	82	1	·

Single records, as listed above. Values in the order: GALR2 blocker | bCat KO growth | Phagocytosis inh | MRP-1 activ | NPY-Y2 antag | Measles CPE | Yeast growth inh | PTEN del growth | Yeast life ext | E-sel TNF inh
COc1ccc(C(=O)c2ccccc2)c(O)c1 reads 6 | 105 | 0 | -1.5 | 4 | 2 | 1 | 101 | -18 | -8
CCCC(=O)O[C@]1(C(=O)COC(C)=O)CC[C@H]2[C@@H]3C[C@H](F)C4=CC(=O)C=C[C@]4(C)[C@@]3(F)[C@@H](O)C[C@@]21C reads -13 | 74 | · | 1.3 | -4 | 3 | -1 | 82 | 1 | ·

Screening results from PubChem BioAssay.
